Screens: PubChem, Sanford-Burnham Center for Chemical Genomics
mIAP act: increases mouse intestinal alkaline phosphatase activity; muIAP, CDP-Star luminescence, 30 min; stronger effect = higher value; 1 = vehicle-only enzyme signal, 0 = enzyme-free wells; activation factor at 10 µM; hit rate 0.24% among 330,000;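 active = activation factor of at least 2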; note: the source names both 10 and 20 µM as test concentration; values of inactives mirror those of a sister screen read the other way
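Assay system: mouse IAP enzyme / Compound: DMSO-dissolved test compounds / Timing: 30 min, room temperature / Measured by: luminescence from enzymatic CDP-Star hydrolysis / Control set: DMSO-only wells, enzyme-free buffer wells as negative control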
hIAP block: blocks human intestinal alkaline phosphatase; P09923; purified IAP, CDP-Star luminescence, 30 min; inhibition, % at 10 µM; hit rate 0.12% among 330,000; AID 2544;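 active = inhibition reaching a set limit with compound at 10 µM in the primary screen, cut at about 35% in these data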;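 note: plate controls were DMSO wells with enzyme for no effect and no-enzyme buffer wells for full effect; values of inactives mirror those of a sister screen read the other way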
Target sequence (P09923 whole entry, looked up): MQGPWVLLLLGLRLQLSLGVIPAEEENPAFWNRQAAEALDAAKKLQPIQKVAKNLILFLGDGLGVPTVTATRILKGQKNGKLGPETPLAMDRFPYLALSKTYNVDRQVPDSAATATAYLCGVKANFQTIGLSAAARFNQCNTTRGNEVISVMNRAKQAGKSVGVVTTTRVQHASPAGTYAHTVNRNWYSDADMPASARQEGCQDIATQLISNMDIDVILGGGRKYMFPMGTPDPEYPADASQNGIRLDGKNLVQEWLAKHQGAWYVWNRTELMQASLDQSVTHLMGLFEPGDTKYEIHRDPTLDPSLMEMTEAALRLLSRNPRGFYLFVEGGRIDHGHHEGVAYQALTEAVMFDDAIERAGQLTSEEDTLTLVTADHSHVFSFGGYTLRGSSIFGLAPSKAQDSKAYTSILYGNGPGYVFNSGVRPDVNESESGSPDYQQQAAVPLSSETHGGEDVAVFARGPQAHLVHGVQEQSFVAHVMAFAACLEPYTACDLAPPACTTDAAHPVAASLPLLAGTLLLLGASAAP
mIAP inh: mouse IAP inhibition; purified mouse IAP, CDP-Star luminescence, 30 min; hit rate 0.2% among 330,000; inhibition, % at 10 µM;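 active = inhibition of at least 40% at 10 µM in the primary screen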;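 note: plate controls were DMSO with enzyme for no effect and no enzyme wells for full effect; values of inactives mirror those of a sister screen read the other way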
TIM10 inh: growth inhibitors of TIM10 yeast strain | AID 463195 | inhibition, % at 10 µM | hit rate 1.4% among 330,000 | S. cerevisiae TIM10 strain growth, BacTiter-Glo luminescence, 24 h;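 active = inhibition of 40% or more at the single tested concentration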;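 note: wild-type TIM10 isogenic control strain grown at permissive 25 °C; 0% = DMSO yeast wells and 100% = minimal medium wells without yeast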
NLRP3 yeast inh: NALP3 inhibition in yeast. Yeast reconstituted NLRP3/ASC/caspase-1, beta-gal luminescence, 24 h. inhibition, % at 10 µM. hit rate 0.39% among 330,000. AID 2825;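 active = inhibition of 50% or more; inactive = inhibition below 50%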;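 note: plate controls were induced DMSO wells for no effect and uninduced yeast grown without galactose for full effect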
A3A deaminase: blocks human APOBEC3A ssDNA deamination | AID 493011 | hit rate 0.41% among 330,000 | inhibition, % at 20 µM | recombinant A3A, FAM/TAMRA ssDNA deamination fluorescence | P31941;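 active = at least 40% inhibition at 20 µM here, with at most 30% in a related deaminase screen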;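 note: plate controls were A3A with DMSO for no effect and wells lacking A3A enzyme for full effect; some results filed as inactive read as strong as hits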
Target sequence (P31941 whole entry, looked up): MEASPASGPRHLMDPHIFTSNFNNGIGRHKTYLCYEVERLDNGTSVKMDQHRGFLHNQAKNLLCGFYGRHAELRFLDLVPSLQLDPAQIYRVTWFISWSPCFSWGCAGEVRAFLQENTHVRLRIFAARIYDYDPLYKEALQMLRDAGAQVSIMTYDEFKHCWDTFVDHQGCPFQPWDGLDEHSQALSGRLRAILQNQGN
MIN6 prolif: inducers of beta-cell replication in MIN6 cells. MIN6 cells proliferation, ATPlite luminescence, 48 h; cells starved in 0.2% serum; 100% = growth in 10% serum. AID 2380. proliferation, % at 10 µM. hit rate 0.29% among 330,000;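 active = compounds whose signal lies at least 3.5 SD above the mean of all wells on their plate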;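 note: 0% = DMSO-treated cells in low-serum medium and 100% = 10% serum control; some compounds called inactive have numbers as strong as hits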
tim10-1 inh: inhibits growth of tim10-1 mutant yeast | S. cerevisiae tim10-1 ts strain growth, BacTiter-Glo, 24 h | inhibition, % at 20 µM | hit rate 2.2% among 330,000;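 active = inhibition of at least 40%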;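 note: mutant grown at 25 °C; 0% = DMSO wells with yeast and 100% = wells holding no yeast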
APOBEC3G inh: APOBEC3G (human) deaminase inhibition; Q9HC16; recombinant A3G, ssDNA deamination FAM/TAMRA fluorescence; inhibition, % at 20 µM; hit rate 0.28% among 330,000; AID 493012;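 active = inhibition of at least 40% at 20 µM, with no more than 30% in the related APOBEC3A deaminase screen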;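 note: plate controls were DMSO wells with A3G for no effect and wells lacking A3G enzyme for full effect; some compounds called inactive have numbers as strong as hits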
Starred values were filed as active, the others as inactive.

SMILES	mIAP act	hIAP block	mIAP inh	TIM10 inh	NLRP3 yeast inh	A3A deaminase	MIN6 prolif	tim10-1 inh	APOBEC3G inh
CCOC(=O)c1c(NC(=O)CSc2nnc(-c3cccnc3)o2)sc(C(C)=O)c1C	1	-2	-1	16	15	-3	-4	12	-6
Cc1cc(NC(=O)CN2CCN(c3ccccc3O)CC2)no1	0.94	-9	6	-2	11	-2	0	4	-3
CCOc1c2ccc(C(=O)NCc3ccc(OC(F)(F)F)cc3)cc2nn1C	0.67	-25	34	-22	15	-2	0	-19	-7
Cc1ccc(NC(=O)c2sc3nc[nH]c(=O)c3c2C)c(C)c1	1	5	-1	0	10	-3	-1	12	2
COc1ccc(NC(=O)COC(=O)c2ccc(S(=O)(=O)N3CCCC3)cc2)cc1OC	1.1	-4	-13	-3	5	-2	1	-12	-8
COC(=O)CCC(=O)NNC(=O)CCC(=O)Nc1cccc(Cl)c1C	0.92	-7	8	4	12	0	-2	-2	5
C/C(=N\Nc1cc(Cl)nc(C)n1)c1ccc(Cl)c(Cl)c1	0.96	20	4	27	3	0	-2	24	-5
Cc1nnc(NC(=O)c2ccc(F)c(S(=O)(=O)N3CCCCC3)c2)s1	0.98	-25	2	-5	13	1	-2	13	0
O=C(CC(c1ccccc1)c1ccccc1)Nc1ccc(C(=O)O)cc1	0.93	6	7	7	-11	-4	2	-6	-3
Cc1cc(Cl)ccc1NC(=S)NCc1ccc(Cl)cc1	1.8	6	-79	0	25	-1	-3	18	1
CC(=O)c1sc2c(c1N)c(=O)[nH]c(=O)n2-c1ccccc1	1	8	0	19	-8	-3	-6	20	-6
CCC1Oc2ccc(C)cc2N(CC(=O)NCCCN2CCN(Cc3ccccc3)CC2)C1=O (stereo not given)	0.92	-2	8	-6	9	1	-2	-14	-4
O=C(Cc1ccc(NS(=O)(=O)c2ccc(Cl)c(Cl)c2)cc1)NCCN1CCOCC1	0.98	-11	2	3	9	1	-1	7	2
CC12CCC(C(=O)N(NC(=O)c3ccccc3Cl)C1=O)C2(C)C (stereo not given)	1	6	-3	3	21	0	-4	5	-7
COc1ccccc1C1SCCN1S(=O)(=O)c1cccc(C(F)(F)F)c1 (stereo not given)	1	-18	-1	-1	9	0	-3	5	2
Cc1cc(C)nc(SCC(=O)Nc2ccc(S(=O)(=O)NC(C)(C)C)cc2)n1	1	-2	-2	3	-2	-2	-3	8	-5
O=C(NC1CCCCC1)c1cc(-n2cnnc2)ccc1Cl	1	-20	-1	-1	12	1	-2	-9	-6
O=S(=O)(NCc1cccnc1)c1ccc(Cl)nc1	1	-6	-2	0	-5	-2	-1	9	-6
COc1cc(Nc2ncnc(N)n2)cc(OC)c1OC	1.1	-6	-9	10	19	3	0	0	2
COc1cccc(C(=O)OCC(=O)c2ccc(S(=O)(=O)N3CCCCC3)cc2)c1OC	1	-13	-1	5	13	-3	0	20	-1
O=C(Nc1c(C(=O)N2CCCCC2)cnn1-c1ccccc1)c1ccco1	1	-4	-4	-4	-7	3	-2	4	-4
CC(Sc1nnnn1-c1ccccc1)C(=O)NC1CCCC1 (stereo not given)	1.1	-2	-9	3	10	0	6	13	-8
COc1ccc(N(CCCN2C(=O)c3cccc4cccc(c34)C2=O)C(=O)c2cccs2)cc1	0.91	8	9	17	15	-3	-4	29	-5
Cc1ccc(N(C)S(=O)(=O)c2ccc(C)cc2)cc1	1	-2	-2	11	35	3	-2	29	2
O=C(NCCc1ccccc1)C(=O)c1c[nH]c2ccccc12	1	12	0	-1	30	3	0	-8	0
CCN(C(=O)c1cn(C)c(=O)c2ccccc12)c1ccccc1F	1.1	6	-9	-13	10	0	-2	13	-1
Cc1cccc(Cn2c(NCC(C)O)nc3c2c(=O)n(C)c(=O)n3C)c1 (stereo not given)	1.1	-6	-12	2	18	-4	0	-7	-5
Cc1cc(-c2ccccc2)n2ncc(-c3ccccc3)c2n1	0.96	-12	4	-2	24	0	-3	32	1
CCN(C(=O)CSc1nc2scc(-c3ccccc3)c2c(=O)n1C)C1CCS(=O)(=O)C1 (stereo not given)	1.1	6	-11	0	8	-1	2	-5	-7
CCc1cc2c(=O)c(-c3nc4ccccc4n3C)c(COCC(=O)O)oc2cc1OC(=O)C(C)(C)C	1	6	-4	3	4	2	-1	14	3
Cc1ccc(C)c(-c2cc(C(=O)NNC(=S)NCC(C)C)c3ccccc3n2)c1	1	-60	0	18	-1	-8	-3	47*	-9
Cc1ccc(S(=O)(=O)n2cc(-c3ccccc3)c(N)n2)cc1	0.9	-2	10	31	19	-5	0	5	-7
CC(C)[C@H](N)c1cn([C@@H](CC(N)=O)C(=O)N2CCNCC2)nn1	0.97	5	3	1	-10	1	-2	-14	-8
Cc1c(NC(=O)C(C#N)=C2CCCCC2)c(=O)n(-c2ccccc2)n1C	1.1	10	-14	-4	18	1	-4	-3	1
O=C(Nc1cccc(S(=O)(=O)N2CCOCC2)c1)C1COc2ccccc2O1 (stereo not given)	0.98	-5	2	23	12	4	4	23	-1
CCOc1ccc(C(=O)NCC(=O)NNC(=O)c2ccco2)cc1OCC	0.83	-27	17	-3	9	-3	-1	-17	-3
COc1cccc(-n2c(SCC(=O)N3CCCCC3)nc3c([nH]c4ccccc43)c2=O)c1	0.98	14	2	-9	10	-1	-2	2	-6
COc1ccccc1CNC(=O)CCS(=O)(=O)c1ccc(Cl)cc1	1	-5	-2	15	16	-2	-2	30	-10
COc1ccc(OC)c(S(=O)(=O)NC2CCN(Cc3ccccc3)CC2)c1	1	1	-2	6	14	2	-2	-13	2
O=C(CSc1nnc(-c2cccs2)n1-c1ccccc1)c1ccc2c(c1)OCCO2	1.1	-22	-7	-19	-4	-5	-2	-2	-9
c1ccc(OCc2nc(-c3cccs3)no2)cc1	0.85	-11	15	2	31	3	1	8	-4
CCC1Oc2ccc(C)cc2N(CC(=O)NCCCN2CCCCC2CC)C1=O (stereo not given)	1.1	-6	-10	8	11	1	0	3	-7
COc1cc(C(=O)NCc2ccccc2)cc(Br)c1OC	1	6	0	-18	20	-1	-2	22	-2
COc1cc(OC)c(-n2c(C)cc(C=O)c2C)cc1Cl	0.95	2	4	3	20	-5	-1	8	-3
CC1CCC2(CC1)OCC1(CCC3(COC4(CCC(C)CC4)OC3)C1=O)CO2 (stereo not given)	1.1	11	-6	11	10	-3	-3	-6	-6
C/C(=N/NC(=O)CNC(=O)c1ccncc1)c1ccco1	1.1	-1	-8	6	2	-2	3	0	-3
COC(=O)c1c(C(=O)OC)c2n(c1C)Cc1ccccc1C2	1.1	8	-12	2	14	0	1	32	-3
CCC1=C(OC(=O)N(CC)CC)N2C(=O)OC(=NCc3ccccc3)[C@]2(C)[C@H]2C1=CC[C@H]1C(=O)N(CC(=O)OC)C(=O)[C@H]12	1.2	7	-17	-8	18	-2	2	-7	-11
CCN1CSC(=S)N(Cc2ccc(OC)cc2)C1	0.91	-5	9	3	18	-1	-7	11	-4
CCOC(=O)c1sc2ccccc2c1NC(=O)c1coc2ccccc2c1=O	0.92	-1	8	25	13	4	-6	24	0

Record cards (already shown):
`CCN1CSC(=S)N(Cc2ccc(OC)cc2)C1` as listed: mIAP act: 0.91; hIAP block: -5; mIAP inh: 9; TIM10 inh: 3; NLRP3 yeast inh: 18; A3A deaminase: -1; MIN6 prolif: -7; tim10-1 inh: 11; APOBEC3G inh: -4
`c1ccc(OCc2nc(-c3cccs3)no2)cc1` as listed: mIAP act: 0.85; hIAP block: -11; mIAP inh: 15; TIM10 inh: 2; NLRP3 yeast inh: 31; A3A deaminase: 3; MIN6 prolif: 1; tim10-1 inh: 8; APOBEC3G inh: -4

Continued.
SMILES	mIAP act	hIAP block	mIAP inh	TIM10 inh	NLRP3 yeast inh	A3A deaminase	MIN6 prolif	tim10-1 inh	APOBEC3G inh
CC(C)[N+]1=C2C=CC=CC=C2SC12C([N+](=O)[O-])=CC(=[N+]([O-])[O-])C=C2[N+](=O)[O-] (stereo not given)	1	1	-2	-12	21	0	0	-9	-7
CC12CCC(=O)N1C(C(=O)Nc1ccc(F)cc1)CS2 (stereo not given)	0.95	15	5	14	7	-2	5	-7	-5
Cc1c(C)n(C)c2ccc(C(=O)N3CCN(c4ccccn4)CC3)cc12	1	9	-1	10	5	-5	3	26	-9
O=C(NN=C1CCCC1)c1cc(O)cc(O)c1	0.85	-8	15	10	1	17	-2	-5	9
O=C(COc1ccc(Br)cc1)N1CCC(c2ccccc2)C1 (stereo not given)	1.1	-6	-10	-12	11	-3	-1	33	-1
COc1ccc(NS(=O)(=O)c2ccc(N3CCOCC3)c(NC(=O)c3ccc(OC)cc3)c2)cc1	0.99	-38	1	19	2	-1	0	16	3
CCN(CC)CCn1c(NCc2cccc(OC)c2)nc2ccccc21	1.1	-3	-5	7	2	-3	0	24	-5
O=C(NNC(=O)C1[C@H]2CCCC[C@@H]12)c1ccc(=O)oc1 (stereo not given in full)	0.63	4	37	6	-4	4	2	1	4
O=C(CCNC(=O)c1ccc(Br)o1)NCc1ccc(Cl)cc1	1	9	-4	-4	6	2	3	5	-1
O=C(COc1ccccc1)Nc1nc2c(s1)CCCC2	1	-1	-4	-5	22	-1	-5	1	-8
CCOc1ccccc1NC(=O)c1nc(S(=O)(=O)Cc2cccc(C)c2)ncc1Cl	0.97	-12	3	41*	43	0	-7	44*	-4
O=C(CSc1nnc(-c2ccco2)n1-c1ccccc1Cl)Nc1cccc(C(=O)O)c1	0.96	-15	4	-3	18	0	-2	14	-3
CCN1CCN(C(=S)Nc2ccc(Cl)cc2Cl)CC1	0.95	-4	5	13	17	-2	-2	3	-2
c1ccc(CSc2ncnc3sccc23)cc1	0.89	12	11	4	17	-2	0	11	-4
CCOC(=O)c1nnsc1Nc1ccc(C)c(C)c1	1.2	1	-15	9	40	-3	1	10	21
O=C(CCc1ccccc1)Nc1ccc(S(=O)(=O)N2CCOCC2)cc1	1	-4	-3	6	-14	-1	3	19	-11
CCc1cccc(C)c1NC(=O)CN1C(=O)c2ccccc2S1(=O)=O	1.1	-12	-11	7	-13	-2	-1	3	-3
O=C(CC(C(=O)O)c1cccc(Cl)c1Cl)c1ccccc1 (stereo not given)	0.9	8	10	8	8	-3	-1	-5	-7
CCCS(=O)(=O)c1nc(S(=O)(=O)c2ccc(C)cc2)c(NCCN2CCOCC2)s1	1	1	-3	-2	1	0	-4	14	6
CN1/C(=C/C(=O)c2nc(S(C)(=O)=O)ncc2Cl)C(C)(C)c2ccccc21	0.95	-16	5	10	31	-4	-5	28	-3
Cc1ccc(C(C(=O)NC2CCCC2)N(C(=O)c2csnn2)C2CCCC2)o1 (stereo not given)	0.99	14	1	17	16	-3	0	12	-11
O=C(CNC(=O)c1ccccc1F)N/N=C/c1ccco1	0.92	-16	8	-4	22	-4	-1	-1	-6
COc1ccc(/C=C(/NC(=O)c2ccccc2)C(=O)N2CCCCC2)cc1OC	1.1	-28	-13	13	8	5	-1	-8	5
COC(=O)CSc1nc2[nH]ncc2c(=O)[nH]1	0.96	-24	4	-13	8	1	-1	8	-7
CCOC(=O)C1=C(C)OC(N)=C(C#N)C1c1cc(SCC)oc1C (stereo not given)	0.97	3	3	8	-13	0	-2	30	-4
O=C(O)c1ccccc1N(c1ccccc1)c1ccccc1	1	-4	0	23	-6	2	0	18	22
CN(Cc1ccc(F)cc1)C(=O)c1cc(S(=O)(=O)N2CCCCC2)ccc1N1CCOCC1	1	-10	-1	4	12	1	-2	-8	-6
CN(CC(=O)Nc1ccccc1Cl)C1CCCCC1	0.97	-6	3	-1	15	0	-1	1	-5
